Assay outcomes deposited in PubChem by National Center for Advancing Translational Sciences (NCATS).
GPT2 inhibitor: Primary qHTS assay for inhibitors of Glutamate pyruvate transaminase 2 (GPT2). 0.25% of 100,000 active. Recombinant GPT2, coupled pyruvate oxidase/HRP Amplex Red fluorescence. Alanine aminotransferase 2 (Homo sapiens), Q8TD30. Potency, µM (top dose mostly 57.7 µM), for the others: at the highest dose activity change, negative = inhibition, usual class: inhibitors. AID 1671188, 2021; further: potency means the concentration at half of the fitted maximal effect; nearly all actives have a fitted effect of over 60% in size; many of its hits are not listed in these tables
Target sequence (Q8TD30 whole entry, looked up): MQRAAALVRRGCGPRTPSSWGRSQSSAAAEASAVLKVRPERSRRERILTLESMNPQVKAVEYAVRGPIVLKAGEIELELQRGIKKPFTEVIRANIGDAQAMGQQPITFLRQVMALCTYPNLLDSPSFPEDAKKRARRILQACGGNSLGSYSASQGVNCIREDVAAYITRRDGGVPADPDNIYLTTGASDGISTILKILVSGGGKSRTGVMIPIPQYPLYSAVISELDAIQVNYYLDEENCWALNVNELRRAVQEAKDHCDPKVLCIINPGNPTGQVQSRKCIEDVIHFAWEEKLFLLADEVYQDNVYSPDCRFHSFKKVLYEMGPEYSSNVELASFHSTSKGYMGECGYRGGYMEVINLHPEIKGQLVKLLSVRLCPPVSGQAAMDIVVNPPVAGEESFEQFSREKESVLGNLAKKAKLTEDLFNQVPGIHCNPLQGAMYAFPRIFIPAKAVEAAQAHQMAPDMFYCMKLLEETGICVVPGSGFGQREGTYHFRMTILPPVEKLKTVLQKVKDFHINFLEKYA
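GPT2 10ng/uL, a-KG 250uM, L-Ala 2mM, HEPES pH7.5 + 0.0001% Tween; 30 min RT. Then Amplex mix (PO/HRP/ThPP), 30 min RT dark, fluorescence. AOA 50uM used as positive control.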
HEK293 viab: GF-AFC viability counterscreen for inhibitors of alpha-synuclein gene (SNCA) expression. HEK-293-SNCA-luc viability, GF-AFC fluorescence, 24 h. Potency, µM (doses to about 57.1 µM), for inactives: at the highest dose activity change, negative = cytotoxicity, actives largely listed as cytotoxic. 0.12% of 150,000 active. AID 1671193, 2021;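 further: potency means the concentration at half of the fitted maximal effect; 0% = DMSO-treated cells and -100% = medium-only wells without cells; nearly all actives have a fitted effect of over 30% in size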
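HEK-293-SNCA-luc cells (1500/well) plated 24 h, then exposed 24 h to a dilution series; GF-AFC added 30 min at 37C, fluorescence 405/540 nm; normalised to medium-only and DMSO wells, Hill fit.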
IP6K1 inh: Primary qHTS assay for small molecule inhibitors of Inositol hexaphosphate kinase 1 (IP6K1). Inositol hexakisphosphate kinase 1 (Homo sapiens), Q92551. IP6K1 kinase, ADP-Glo luminescence, 2 h; stronger effect = lower value. activity change, % (series mostly up to about 58 µM). 0.81% of 140,000 active; in the data active means activity change below about -25%
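ADP-Glo luminescence measures ADP made by human IP6K1 during a 2 h RT reaction with ATP/IP6 (mix at 1.3 mM/130 uM); top library doses 57.5 and 19.1 uM final.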
FLuc inh: Firefly luciferase inhibition profiling of diverse chemical library using quantitative high-throughput screening; purified P. pyralis luciferase, luminescence, biochemical; 2.5% of 76,000 active; Potency, µM (highest dose often 115 µM), for inactives: at the highest dose activity change, negative = inhibition, actives largely listed as inhibitors; further: potency means the concentration at half of the fitted maximal effect; nearly all actives have a fitted effect of over 65% in size
Target sequence (P08659 whole entry, looked up): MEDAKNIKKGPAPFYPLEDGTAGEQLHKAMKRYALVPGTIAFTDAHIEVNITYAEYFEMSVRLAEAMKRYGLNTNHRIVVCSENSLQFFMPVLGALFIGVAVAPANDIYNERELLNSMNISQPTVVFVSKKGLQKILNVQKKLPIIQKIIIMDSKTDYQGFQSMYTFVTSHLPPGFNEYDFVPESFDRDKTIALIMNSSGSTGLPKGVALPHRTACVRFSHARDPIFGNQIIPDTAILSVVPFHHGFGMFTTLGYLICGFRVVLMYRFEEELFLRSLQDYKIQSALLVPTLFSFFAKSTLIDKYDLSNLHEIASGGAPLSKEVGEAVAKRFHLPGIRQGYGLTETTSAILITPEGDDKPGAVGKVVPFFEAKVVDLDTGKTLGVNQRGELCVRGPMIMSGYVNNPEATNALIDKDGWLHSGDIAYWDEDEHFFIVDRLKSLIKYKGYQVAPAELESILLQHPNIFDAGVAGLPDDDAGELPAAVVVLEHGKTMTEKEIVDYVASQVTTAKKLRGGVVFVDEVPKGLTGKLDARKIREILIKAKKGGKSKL
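Inhibitors were tested against purified firefly luciferase in a biochemical, low-substrate format (both substrates at 10uM) and luminescence measured with a CCD imager.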
3T3 cytotox: Cytotoxic Profiling in NIH 3T3 Cell Line of Diverse Libraries Using Quantitative High-Throughput Screening; NIH 3T3 viability, CellTiter-Glo ATP luminescence, 48-72 h; Potency, µM (highest dose often 96.7 µM), inactives show top-dose activity change, negative = cytotoxicity, usual class: inhibitors; 4.3% of 94,000 active; further: potency means the concentration at half of the fitted maximal effect; nearly all actives have a fitted effect of over 55% in size
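Mouse fibroblast NIH 3T3 cells, 400 per well, received compound via pintool and were incubated for 48 or 72 hr prior to CellTiter-Glo ATP luminescence measurement.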
SNCA expr inhib: Primary qHTS assay for inhibitors of alpha-synuclein gene (SNCA) expression; HEK-293 SNCA-luciferase knock-in, luminescence, 24 h; Potency, µM (highest dose often 57.2 µM), inactives show top-dose activity change, negative = inhibition, usual class: inhibitors; 0.17% of 140,000 active; AID 1671194, 2021;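 further: potency means the concentration at half of the fitted maximal effect; plate controls were DMSO cells for no effect and cell-free wells for full effect; nearly all actives have a fitted effect of over 45% in size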
HEK293 tox: Cytotoxic Profiling in HEK 293 Cell Line of Diverse Libraries Using Quantitative High-Throughput Screening. Potency, µM (highest dose often 115 µM), inactives show at the top dose activity change, negative = cytotoxicity, most hits filed as inhibitors. HEK 293 viability, ATP luminescence (CellTiter-Glo), 48-72 h. 6.6% of 94,000 active; further: potency means the concentration at half of the fitted maximal effect; nearly all actives have a fitted effect of over 60% in size
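CellTiter-Glo luminescence (cellular ATP) was read after 48 or 72 hr of compound exposure at 37 degree Celsius. Cells were HEK 293 plated at 250 cells/well.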
Active calls of the source: *; i = inactive; ? = inconclusive; nt = not tested or not shown; & = joins results of further samples; [ ] = remark or other dose. Unless noted, the call rests on the fitted dose curve; in most records, active means well fitted curve in the direction sought with a large enough effect; inconclusive means small, poorly fitted or top-dose-only effect, or another doubt; inactive means no such curve, though single readings can be large; an effect the other way counts as inactive or inconclusive. Unless noted, on the % scale 0 is the no-effect control and ±100 the full control effect.

Letters – A = GPT2 inhibitor; B = HEK293 viab; C = IP6K1 inh; D = FLuc inh; E = 3T3 cytotox; F = SNCA expr inhib; G = HEK293 tox
#1 Cc1ccc(Cl)cc1NC(=O)C1CCC(CNS(=O)(=O)c2cccc3nsnc23)CC1 (stereo not given)
  A: nt	B: -1%	C: -15	D: nt	E: nt	F: -18%	G: nt
#2 COc1ccc(/C=C\C(=O)NC2CC(=O)N(c3ccc(F)cc3)C2)cc1OC (stereo not given)
  A: nt	B: 5%	C: 16	D: nt	E: nt	F: 25%	G: nt
#3 CCn1cc(S(=O)(=O)N2CCc3n[nH]c(=O)n3CC2)cn1
  A: i	B: 6%	C: -1	D: -4%	E: i	F: 0%	G: 4%
#4 Cc1ccc(-c2cc3c(=O)n(CCNC(=O)c4ccc(F)c(F)c4)ccn3n2)cc1C
  A: -7%	B: ?	C: -14	D: -20%	E: -15%	F: 90%[activator]	G: -29%
#5 CC1CCN(C(=O)Cn2cc(SCC(=O)NCc3ccccc3Cl)c3ccccc32)CC1
  A: nt	B: ?	C: -14	D: nt	E: nt	F: -1%	G: nt
#6 CN(CC(=O)N1CCC(C)(c2noc(C3CC3)n2)CC1)S(=O)(=O)c1cccs1
  A: i	B: 2%	C: -6	D: -4%	E: -24%	F: -25%	G: ?
#7 Cc1nn(CC(=O)Nc2ccccc2F)c(=O)c2c(C)n(-c3ccc(Cl)cc3)nc12
  A: nt	B: -18%	C: -6	D: nt	E: nt	F: -10%	G: nt
#8 O=C1CCCN1c1ccc(Cn2ccn3nc(-c4ccc(F)cc4)c(CO)c3c2=O)cc1
  A: i	B: 1%	C: -5	D: -5%	E: -9%	F: -13%	G: ?
#9 COCCN1CCCCCC(O)c2cc(C(=O)NCCC3=CCCCC3)ccc21 (stereo not given)
  A: i	B: 1%	C: 0	D: -16%	E: ?	F: 76%[activator]	G: ?
#10 CCOC(=O)C1(Cc2ccccc2F)CCCN(C(=O)CCN2CCCCC2=O)C1 (stereo not given)
  A: -18%	B: 4%	C: 4	D: -14%	E: -29%	F: 0%	G: -18%
#11 COc1ccccc1Nc1ccnc(N2CCCC2C(=O)NCC2CC2)n1 (stereo not given)
  A: -14%	B: -18%	C: 15	D: nt	E: ?	F: 6%	G: ?
#12 CCS(=O)(=O)N1C[C@@H](Oc2ccccc2)C[C@H]1C(=O)NC
  A: 0%	B: 4%	C: -5	D: -2%	E: 0%	F: -26%	G: 2%
#13 CCOc1ccc(C(=O)c2oc3ccccc3c2NC(=O)c2cc(=O)c3ccc(C)cc3o2)cc1
  A: nt	B: 29%	C: 7	D: nt	E: nt	F: -12%	G: nt
#14 CCc1ccc(NS(=O)(=O)c2[nH]ncc2C(=O)OC)cc1
  A: nt	B: -4%	C: -13	D: nt	E: nt	F: -21%	G: nt
#15 COc1ccc(/C=C(\C#N)c2nc(-c3cc(Cl)ccc3OC)cs2)cc1
  A: nt	B: 11%	C: -15	D: nt	E: nt	F: 3%	G: nt
#16 CC(=O)O[C@@H]1CC[C@@]2(C)[C@H](CC[C@@H]3[C@@H]2C[C@H](OC(C)=O)[C@]2(C)[C@@H](C(C)=O)CC[C@@H]32)C1
  A: -1%	B: 6%	C: 0	D: nt	E: nt	F: nt	G: nt
#17 COc1cc2c(cc1O)CCC1C2CC[C@@]2(C)C1CC[C@@H]2O (stereo not given in full)
  A: ?	B: -15%	C: nt	D: nt	E: nt	F: -11%	G: nt
#18 Cc1nc(SCC(=O)N2CCN(c3ccccc3)CC2)[nH]c(=O)c1C
  A: nt	B: 7%	C: -1	D: nt	E: nt	F: -2%	G: nt
#19 CC1CCCCN1S(=O)(=O)c1ccc(F)c(C(=O)Nc2ccccc2C(F)(F)F)c1 (stereo not given)
  A: nt	B: 6%	C: -20	D: nt	E: nt	F: 31%[activator]	G: nt
#20 Cc1ccccc1CN1C[C@H](O)C[C@H]1c1nc(-c2cccnc2)no1
  A: ?	B: 2%[87.6 µM]	C: 1	D: -16%[172 µM]	E: -28%[174 µM]	F: 11%[87.6 µM]	G: -22%[172 µM]
#21 CN(C)CC(=O)N1C[C@@H]2CN(c3cc(C4CC4)ncn3)C[C@]2(C(=O)O)C1
  A: i	B: -1%	C: 0	D: -4%	E: i	F: -3%	G: -1%
#22 CCC(=O)N1CCc2cc(Br)cc(S(=O)(=O)NCCc3ccccc3)c21
  A: nt	B: 17%	C: -15	D: nt	E: nt	F: 0%	G: nt
#23 COC(=O)c1ccc(Cn2c(SCc3ccccc3F)nc3ccncc32)cc1
  A: nt	B: 17%	C: -3	D: nt	E: nt	F: 38%[activator]	G: nt
#24 COc1ccc(C(=O)NC2CCN(c3cc(-c4cccs4)[nH]n3)C2)cc1F (stereo not given)
  A: ?	B: -20%	C: 0	D: 0%	E: ?	F: -13%	G: ?
#25 O=C(C1CCN(C(=O)C2CC2)C1)N1CCC(c2nc3ncccc3[nH]2)CC1 (stereo not given)
  A: i	B: 8%	C: 0	D: nt	E: -7%	F: -2%	G: i
#26 Cc1cccc(-n2c(C)nc3cc(C(=O)NC4CCCCCC4)ccc32)c1
  A: nt	B: -17%	C: 6	D: nt	E: nt	F: 21%	G: nt
#27 CC1=C[C@@H](CO)[C@H](C(C)C)C[C@H]1CC(=O)NCc1cc(F)cc(F)c1
  A: i	B: -1%[87.6 µM]	C: -6	D: -1%[172 µM]	E: ?	F: 3%[87.6 µM]	G: ?
#28 O=C(Cc1ccccc1F)N1CCC2(CC1)CC(OCC1CC1)CCO2 (stereo not given)
  A: i	B: 6%[12.5 µM]	C: 9	D: -2%	E: -24%	F: -5%	G: -6%
#29 CCOC(=O)[C@H]1C[C@]2(CCCCNC2=O)N(C(=O)c2cccc(OC)c2)[C@H]1c1ccco1
  A: nt	B: nt	C: 4	D: nt	E: ?	F: nt	G: -13%
#30 Cc1ccc(C)c(N(C)S(=O)(=O)c2ccc3[nH]cc(C(=O)NC4CCCC4)c(=O)c3c2)c1
  A: nt	B: ?	C: 12	D: nt	E: nt	F: ?	G: nt
#31 CCOc1ccc(N(c2nc(-c3ccc(OC)c(OC)c3)no2)c2nc(-c3ccc(OC)c(OC)c3)no2)cc1
  A: nt	B: 13%	C: -23	D: nt	E: nt	F: -12%	G: nt
#32 COc1cccc(NC(=O)CCc2nc(-c3cc(OC)c(OC)c(OC)c3)no2)c1
  A: nt	B: -15%	C: -13	D: nt	E: nt	F: -1%	G: nt
#33 CN1C[C@H](C(=O)N[C@]2(C)O[C@@]3(O)[C@@H]4CCCN4C(=O)[C@H](Cc4ccccc4)N3C2=O)C[C@@H]2c3cccc4[nH]cc(c34)C[C@H]21
  A: 0%&-8%	B: -8%	C: -10	D: nt	E: nt	F: -26%	G: nt
#34 O=C(N[C@@H]1CN(C(=O)Nc2ccc(F)cc2)CCC[C@H]1O)c1ccc(OCCN2CCCC2)cc1
  A: ?	B: 2%	C: 9	D: -7%	E: -9%	F: 14%	G: -9%
#35 CN1C[C@@H](NC(=O)Nc2cccc(C#N)c2)C[C@H]1c1nc(-c2ccc(Cl)cc2)no1
  A: -35%[88.5 µM]	B: ?	C: -13	D: -1%[172 µM]	E: 40µM*	F: ?	G: ?
#36 CN1CCC(C(=O)N2Cc3ccccc3CC3(CCCN3C)C2)CC1 (stereo not given)
  A: i	B: -3%	C: -8	D: nt	E: i	F: 25%	G: i
#37 COc1ccc(-c2onc(C)c2C(=O)N[C@H](C)c2cccc(OC)c2)cc1
  A: 2%	B: 6%	C: 25	D: -3%	E: -37%	F: -20%	G: ?
#38 O=S(=O)(NCC(c1ccccc1)N1CCc2ccccc21)c1ccccc1 (stereo not given)
  A: nt	B: -28%	C: -3	D: nt	E: nt	F: ?	G: nt
#39 CC(C)c1ccc(Nc2c(-c3ccc(N4CCOCC4)cc3)nc3ncccn23)cc1
  A: nt	B: 11%	C: -2	D: nt	E: nt	F: -10%	G: nt
#40 CCCc1cnc2c(c1SCC(=O)N1CCC(C)CC1)c(=O)n(C)c(=O)n2C
  A: nt	B: ?	C: 21	D: nt	E: nt	F: -27%	G: nt
#41 Cc1ccc(Cn2c(=O)n(Cc3ccccc3)c(=O)c3oc4ccccc4c32)cc1
  A: nt	B: -3%	C: 6	D: nt	E: nt	F: ?	G: nt
#42 CN1[C@@H](CCC(=O)N2CCOCC2)CNC(=O)[C@@H]2[C@H]1CCN2CC(C)(C)C
  A: ?	B: -2%[87.6 µM]	C: -3	D: 2%[172 µM]	E: -23%[174 µM]	F: -24%[87.6 µM]	G: -10%[172 µM]
#43 Cc1nnnn1CCc1nc(COc2cccc(F)c2)nn1CCO
  A: i	B: -13%	C: 3	D: 2%	E: i	F: -11%	G: -11%
#44 O[C@H]1[C@H](NCC2CCCC2)[C@@H](C2CCCCC2)C[C@H]1O
  A: i	B: -7%[87.6 µM]	C: -10	D: 14%[230 µM]	E: -28%[174 µM]	F: -9%[87.6 µM]	G: ?
#45 c1ccc(O[C@H]2COCCN(Cc3cccc4c3OCO4)C2)cc1
  A: 4%[88.5 µM]	B: 4%[87.6 µM]	C: 1	D: -10%[172 µM]	E: -34%[138 µM]	F: 14%[87.6 µM]	G: ?
#46 O=C(C1CCCN(C(=O)C2CC2)C1)N1CCC(N2CCOC2=O)CC1 (stereo not given)
  A: i	B: 3%[87.6 µM]	C: 19	D: nt	E: -21%[138 µM]	F: -13%[87.6 µM]	G: -21%[172 µM]
#47 CC(C)CCN1CCC(N2CCN(S(=O)(=O)Cc3ccc(F)cc3Cl)CC2)C1=O (stereo not given)
  A: -10%	B: -12%	C: 28	D: -4%	E: -30%	F: ?	G: ?
#48 CCOC(=O)c1ccc(NC(=O)Cc2noc3ccc(C)cc23)cc1
  A: nt	B: 10%	C: -2	D: nt	E: nt	F: 3%	G: nt
#49 COc1cccc(-c2cn3cc(C(=O)NCC4CC4)nc3s2)c1
  A: i	B: -9%[87.6 µM]	C: 5	D: nt	E: ?	F: 102%[activator][87.6 µM]	G: 71µM*

Some of the entries so far, with one line to a screen:
45: c1ccc(O[C@H]2COCCN(Cc3cccc4c3OCO4)C2)cc1
46: O=C(C1CCCN(C(=O)C2CC2)C1)N1CCC(N2CCOC2=O)CC1 (stereo not given)
47: CC(C)CCN1CCC(N2CCN(S(=O)(=O)Cc3ccc(F)cc3Cl)CC2)C1=O (stereo not given)

screen / no.	45	46	47
GPT2 inhibitor	4%[88.5 µM]	i	-10%
HEK293 viab	4%[87.6 µM]	3%[87.6 µM]	-12%
IP6K1 inh	1	19	28
FLuc inh	-10%[172 µM]	nt	-4%
3T3 cytotox	-34%[138 µM]	-21%[138 µM]	-30%
SNCA expr inhib	14%[87.6 µM]	-13%[87.6 µM]	?
HEK293 tox	?	-21%[172 µM]	?

A portion of the library; rates above refer to the full screens.
